# tim10-1 inh: growth inhibitors of tim10-1 mutant yeast; S. cerevisiae tim10-1 ts strain growth, BacTiter-Glo, 24 h; inhibition, % at 20 µM; AID 463190; 2.2% of 330,000 active;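 active means inhibition of at least 40%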;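 further: mutant grown at 25 °C; 0% = DMSO wells with yeast and 100% = wells holding no yeast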
# Mdm2 MdmX PPI: inhibitors of human Mdm2/MdmX interaction; AID 485346; SaOS-2 split-luciferase Mdm2/MdmX complementation, luminescence; 3% of 330,000 active; inhibition, % at 8 µM;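 active means inhibition of at least 50% at 8 µM in the primary screen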
# Target sequence (O15151 whole entry, looked up): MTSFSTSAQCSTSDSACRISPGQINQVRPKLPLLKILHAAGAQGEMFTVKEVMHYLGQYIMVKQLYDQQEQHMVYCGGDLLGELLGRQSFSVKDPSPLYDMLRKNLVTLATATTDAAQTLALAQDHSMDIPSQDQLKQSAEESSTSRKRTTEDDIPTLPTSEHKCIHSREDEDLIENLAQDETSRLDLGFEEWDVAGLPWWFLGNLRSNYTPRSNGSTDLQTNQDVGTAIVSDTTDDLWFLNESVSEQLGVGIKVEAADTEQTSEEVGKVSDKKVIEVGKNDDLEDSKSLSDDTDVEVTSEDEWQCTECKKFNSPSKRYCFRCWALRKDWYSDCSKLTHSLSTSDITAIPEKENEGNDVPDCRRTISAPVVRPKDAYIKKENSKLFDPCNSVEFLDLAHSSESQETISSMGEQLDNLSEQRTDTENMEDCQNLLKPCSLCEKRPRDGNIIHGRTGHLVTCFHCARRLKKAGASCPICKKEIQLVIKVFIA
# Target sequence (Q00987 whole entry, looked up): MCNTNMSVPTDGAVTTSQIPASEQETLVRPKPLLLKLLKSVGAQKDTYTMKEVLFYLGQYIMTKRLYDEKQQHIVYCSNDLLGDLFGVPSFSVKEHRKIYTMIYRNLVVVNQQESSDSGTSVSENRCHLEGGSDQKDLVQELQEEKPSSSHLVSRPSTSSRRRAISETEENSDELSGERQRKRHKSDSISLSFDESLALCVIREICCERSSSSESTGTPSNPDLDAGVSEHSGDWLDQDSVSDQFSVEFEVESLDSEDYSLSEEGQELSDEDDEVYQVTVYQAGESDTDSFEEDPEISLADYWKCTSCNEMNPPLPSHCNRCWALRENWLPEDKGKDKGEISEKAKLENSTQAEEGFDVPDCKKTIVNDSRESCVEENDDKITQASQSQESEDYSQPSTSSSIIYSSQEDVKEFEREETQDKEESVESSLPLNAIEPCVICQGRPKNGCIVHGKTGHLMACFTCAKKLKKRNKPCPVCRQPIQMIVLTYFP
# TIM10 inh: growth inhibitors of TIM10 yeast strain. S. cerevisiae TIM10 strain growth, BacTiter-Glo luminescence, 24 h. inhibition, % at 10 µM. 1.4% of 330,000 active;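 active means inhibition of 40% or more at the single tested concentration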;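 further: wild-type TIM10 isogenic control strain grown at permissive 25 °C; 0% = DMSO yeast wells and 100% = minimal medium wells without yeast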
# APJ antagonist: blocks the human apelin receptor APJ. P35414. CHO-K1 APJ beta-arrestin complementation, luminescence. inhibition, % at 20 µM. 0.32% of 330,000 active. AID 2521;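 active means inhibition above about 40% at 20 µM, limit read from the data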;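 further: cells challenged with 10 nM apelin-13 agonist together with compound; plate controls were apelin-13 plus DMSO wells for no effect and DMSO wells lacking apelin-13 for full effect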
# tim23-1 inh: inhibits growth of tim23-1 mutant yeast | S. cerevisiae tim23-1 growth, BacTiter-Glo luminescence, 24 h | inhibition, % at 20 µM | 1.3% of 330,000 active | AID 463212;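 active means growth inhibition of the mutant yeast at or above 50%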;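 further: temperature-sensitive mutant grown at 25 °C; plate controls were DMSO-treated mutant yeast for no effect and medium wells lacking yeast for full effect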
# CXCR6 inh: inhibitors of human CXCR6 receptor; AID 602244; inhibition, % at 20 µM; O00574; CHO-K1 PathHunter CXCR6 beta-arrestin, luminescence; 0.36% of 360,000 active; in the data active means inhibition above about 34%, passing the limit was not always enough;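 further: antagonist mode with CXCL16 agonist at 10 nM final; 0% = 10 nM CXCL16 with DMSO and 100% = unstimulated wells without agonist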
# APJ ag: agonists of human APJ apelin receptor | P35414 | 0.11% of 330,000 active | CHO-K1 APJ PathHunter beta-arrestin, luminescence; 0% DMSO wells, 100% apelin | activation, % at 20 µM;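 active means activation more than six SD over the plate average, tested at 20 µM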;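 further: 0% = DMSO alone and 100% = apelin-13 at 10 nM; some results filed as inactive read as strong as hits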
#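 Test system: CHO-K1 APJ beta-arrestin complementation cell line. Amount: cell density 1000 per well. Controls: DMSO negative, 10 nM Apelin-13 positive. Signal: luminescent beta-gal fragment complementation, chemiluminescent substrate. Read-out basis: agonist-driven arrestin binding to APJ. Timing: compound stimulation 90 min at 25 °C, detection 60 min.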
# UPR CHOP act: activators of apoptotic arm of unfolded protein response (CHOP); CHO-CHOP luciferase reporter, UPR activation, luminescence; percent of tunicamycin response over DMSO baseline; AID 449763; 0.34% of 330,000 active; activation, % at 10 µM;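 active means at 10 µM dose, activation of 40% or more, normalized to positive control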;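 further: 100% = tunicamycin at 10 µg/mL and 0% = DMSO alone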
#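 Evaluation: % reporter activation, DMSO baseline versus tunicamycin full activation; System: CHO-CHOP luciferase reporter cell line; Input: 500 cells/well; Incubation: 6 h compound treatment, 37 °C; Measured by: Steady-Glo luciferase luminescence; Dosing: one dose, 10 µM in 0.5% DMSO; Buffer or medium: F12 medium, 10% FBS; Benchmarks: positive tunicamycin 10 µg/mL, negative DMSO alone.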
# XBP1 UPR activ: activators of adaptive arm of unfolded protein response (XBP1). 0.33% of 330,000 active. CHO-XBP1 luciferase reporter, IRE1-XBP1 UPR activation, luminescence; percent of tunicamycin response, DMSO as zero. activation, % at 20 µM;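 active means versus positive control, 20 µM dose yields 30% or more activation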;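 further: 100% = tunicamycin at 10 µg/mL and 0% = DMSO only wells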
#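 Material – CHO cell line with stable XBP1 luciferase reporter · Buffer or medium – F12 plus 10% FBS · Compound – single point, 20 µM final compound, 1% DMSO · Schedule – 16-18 h cell attachment at 37 °C, then 6 h compound exposure · Signal – Steady-Glo luminescence read · Benchmarks – high control tunicamycin 10 µg/mL final, low control DMSO vehicle only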
# The depositor's hits bear a star; / = no result given. An excerpt; count on the stated rates, not on these rows.
SMILES	tim10-1 inh	APJ ag	TIM10 inh	APJ antagonist	Mdm2 MdmX PPI	XBP1 UPR activ	UPR CHOP act	tim23-1 inh	CXCR6 inh
C=CCn1c(SCC(=O)NCC2CCCO2)nc2sc(C)c(C)c2c1=O (stereo not given)	8	-2	9	4	3	-8	2.3	17	2
CN(C)S(=O)(=O)c1cccc(C(=O)NCC2CCCO2)c1 (stereo not given)	-22	0	-3	9	19	0	0.9	-4	1
CCOc1cc(/C=N/N=C2/NC(=O)C(CC(=O)O)S2)ccc1OS(=O)(=O)c1ccc(C)cc1 (stereo not given)	25	-2	-2	-9	-8	0	0.3	18	-3
CCOC(=O)c1cnn(Cc2ccccc2)c1N	-30	-1	-14	6	-10	-3	1.2	-11	-6
COc1cccc(C2C3=C(CC(C)(C)CC3=O)Nc3cc4c(cc32)OCO4)c1 (stereo not given)	44*	-3	-14	12	-17	-1	-1.1	28	-9
Cc1cc(=O)[nH]c(NCc2ccc(Cl)cc2)n1	5	4	9	1	-7	-6	2.0	7	-5
N#C/C(=C\c1ccncc1)c1ccc(NC(N)=O)cc1	15	1	-2	2	-2	-1	-0.4	3	-4
COCCNC(=S)NNC(=O)c1cc(-c2cccnc2)nc2ccccc12	22	-3	10	-2	14	-4	1.2	25	7
COc1cccc(NS(=O)(=O)c2cc3c(cc2C)N(C)CCO3)c1	7	-8	8	6	28	0	-1.4	15	1
Cc1ccc(NC(=O)Nc2c(C)n(C)n(-c3ccccc3)c2=O)cc1	-4	-5	7	13	8	-4	0.6	94*	-4
CCN(CCO)c1ccc(N=Nc2cc(C)[nH]n2)cc1	-21	-4	-20	17	26	-8	-6.5	5	21
COc1ccc(CCC(=O)OCC(=O)NCc2ccc3c(c2)OCO3)cc1	7	-3	8	-2	26	-4	0.2	9	-7
COCCNC(=O)CCCn1c(=O)c2cc(OC)c(OC)cc2n(CC(=O)Nc2ccc(C)c(F)c2)c1=O	-2	-4	-4	7	-2	-4	-0.1	-1	-14
Cc1cc(C)c(NC(=O)COC(=O)c2ccncc2)c(C)c1	-17	-3	-2	0	9	-3	0.3	0	-3
COc1ccccc1NC(=O)c1ccc(C)s1	7	-6	-12	8	-41	3	2.8	13	0
Cc1nc(-c2ccccc2)sc1C(=O)Nc1ccc(S(N)(=O)=O)cc1	0	-2	2	-5	24	4	-1.0	3	-28
COc1ccc(NC(C)=O)cc1NC(=O)CSc1nnc(-c2ccccn2)n1C	2	1	5	-8	-16	-1	-0.3	20	5
COC(=O)c1ccccc1S(=O)(=O)N1CCC(C(=O)NC2=NCCS2)CC1	6	-5	0	5	0	0	-1.7	13	5
CC1CCN(CC(=O)N2CCN(c3ccccc3)CC2)CC1	4	-3	-10	10	6	-5	-2.2	2	-3
CCOc1ccc(-c2cn[nH]c2N)cc1	6	-3	-10	20	-13	-1	-0.3	0	0
Cc1cccc(OCC(=O)N=Nc2c(O)[nH]c3ccc([N+](=O)[O-])cc23)c1	-14	0	-6	5	26	-3	-1.9	3	/
Oc1ccccc1-n1c(-c2ccccc2)ccc1-c1ccccc1	31	-2	22	-3	47	4	0.7	25	3
Cc1cccnc1NC(=O)Cn1c(=O)oc2ccccc21	19	3	1	-58	0	-2	-1.3	10	-9
CCC(Oc1ccccc1)C(=O)Nc1cc(C)on1 (stereo not given)	-27	-6	-3	17	19	-2	4.9	4	-9
CCOc1ccc(CNC2CCCCCCC2)cc1OC	4	-1	-11	18	13	-2	-0.7	5	8

# (more compounds)
SMILES	tim10-1 inh	APJ ag	TIM10 inh	APJ antagonist	Mdm2 MdmX PPI	XBP1 UPR activ	UPR CHOP act	tim23-1 inh	CXCR6 inh
COCCNc1nc(C(C)(C)C)nc2c1nnn2Cc1ccccc1Cl	14	4	9	-11	-14	-2	-0.7	-1	-7
COC(=O)c1ccc(CSc2ccc3nnc(-c4cccc(F)c4)n3n2)o1	9	-2	-26	-3	15	8	1.7	14	5
CCN(C(=O)CSc1ncn[nH]1)c1c(N)n(Cc2ccccc2)c(=O)[nH]c1=O	-4	0	6	13	16	2	0.0	15	5
Cn1nc([N+](=O)[O-])nc1Oc1ccc2ccccc2c1	9	2	-10	-21	16	0	-0.5	16	-2
COC(=O)C1=C(C)N(CCc2ccc(OC)c(OC)c2)C(=O)/C1=C\c1ccc(O)cc1	30	-2	13	-12	17	1	1.3	20	0
CCOC(=O)N1CCN(C(=O)c2ccc(N3C(=O)c4ccccc4C3=O)cc2)CC1	28	1	16	14	3	-3	-0.9	16	-7
COc1ccc(CNC(=O)c2cc3ccccc3oc2=O)cc1	21	-3	-5	-23	-21	6	1.8	10	-2
CCCCCOC(=O)C1=C(C)NC(=O)NC1c1ccccc1 (stereo not given)	1	-1	-3	-12	13	-2	2.7	12	1
Cc1c(OC(C)C(=O)NCCN2CCOCC2)ccc2c(-c3ccccc3)cc(=O)oc12 (stereo not given)	11	-4	-8	5	15	-6	0.5	-6	0
CN(Cc1ccccc1)S(=O)(=O)c1cccc2cccnc12	26	0	4	3	14	-3	-2.9	19	4
O=C(O)CSCC(=O)Nc1ccc(S(=O)(=O)N2CCCCC2)cc1	5	5	7	4	-3	-2	0.1	16	0
Cc1ccc(/C=C2/N=C(c3ccccc3)NNC2=O)cc1	12	-4	15	11	9	-4	-1.3	23	-5
COC(=O)C1=C(C)N(C)C(=O)NC1c1ccc([N+](=O)[O-])o1 (stereo not given)	4	-2	9	-5	33	-1	-0.5	-9	-9
COc1ccc(CNC(=O)CSCc2c(F)cccc2Cl)cc1	-1	-7	-14	-9	-8	3	0.0	18	-4
Cc1cccc(NS(=O)(=O)c2ccc(Oc3ccccc3)cc2)n1	19	1	13	2	-37	0	0.9	16	12
CNc1nc(NCc2ccccc2)c2ccccc2n1	-1	2	-8	-4	66*	1	2.3	9	-6
Cn1nnnc1SCC(=O)N1c2ccccc2CCc2ccccc21	14	-2	5	19	-2	-3	-1.7	-1	5
CC(=O)Nc1nc(S(=O)(=O)c2ccc(C)cc2)c(Cl)s1	10	0	6	8	18	0	-1.7	19	3
CC(=O)NNC(=O)CC(=O)Nc1nc(C23CC4CC(CC(C4)C2)C3)cs1	18	-2	14	5	20	-2	-0.3	14	-7
CCOC(=O)C[n+]1c(C)sc2ccc(OC)cc21	21	-3	20	8	30	-2	2.3	15	3
O=C(CSCc1n[nH]c(=O)[nH]1)NCCOc1cccc(Oc2ccccc2)c1	3	-2	-7	-11	-13	5	-0.7	-1	1
Cc1ccc(Cn2c(N3CCN(C)CC3)nc3c2c(=O)[nH]c(=O)n3C)cc1	-14	-4	5	10	-14	0	-0.2	-7	3
O=C(Nc1cccc(F)c1)NC1CCCCCCC1	45*	0	33	3	-20	-1	6.0	50*	-20
CCN1CC(CN(C)Cc2nc(-c3ccc(C(F)(F)F)cc3)oc2C)CC1=O (stereo not given)	20	-2	2	5	-10	5	-2.2	22	-1
COc1ccc(N2CCN(CCCNC(=O)Cn3c(=O)c4cccn4c4ccccc43)CC2)cc1	4	5	46*	-5	0	-1	-0.5	1	7

# Next part.
SMILES	tim10-1 inh	APJ ag	TIM10 inh	APJ antagonist	Mdm2 MdmX PPI	XBP1 UPR activ	UPR CHOP act	tim23-1 inh	CXCR6 inh
Cc1ccccc1-c1nc(CN2CCC(C(=O)NC3CC3)CC2)c(C)o1	15	-1	-7	10	2	-2	-1.9	3	4
CCN(CC)S(=O)(=O)c1ccc(Cl)c(NC(=O)COC(=O)C2CCCCC2)c1	16	-5	19	4	32	-1	-1.1	34	5
c1ccc2c(C3CCO3)cccc2c1 (stereo not given)	8	-1	-1	1	6	-4	0.1	13	-3
Cc1cc(C)n(CC(C)NC(=O)c2cc(COc3c(F)cccc3F)on2)n1 (stereo not given)	13	-4	13	1	3	-2	1.0	12	0
O=C(Nc1cccc(S(=O)(=O)N2CCOCC2)c1)C1CCCC1	6	3	8	5	21	0	-1.1	7	3
Cc1ccc2sc(N(CCCN(C)C)C(=O)c3ccc(S(=O)(=O)N4CCCCCC4)cc3)nc2c1C	24	8	5	25	63*	5	2.4	12	2
Cc1cccc(NS(=O)(=O)c2coc(C(N)=O)c2)c1C	-1	-1	7	2	4	2	-1.9	3	-12
COc1ccc(N=C2C(=O)N3c4c(cccc42)C(C)=CC3(C)C)cc1	31	-3	12	46*	26	3	0.6	35	30
OCCC1CN(CCCc2ccccc2)CCN1Cc1ccccc1 (stereo not given)	-2	-1	-12	-12	0	-2	0.2	2	1
O=C(Nc1nc2ccc(S(=O)(=O)N3CCCC3)cc2s1)C1CCCCC1	32	0	9	14	66*	5	0.0	5	-8
COCCN1C(=O)N[C@@H](c2cccs2)C(C(=O)OC)=C1C	-4	10	4	-3	-12	0	-0.5	11	4
Cc1cc2ncn(-c3ncnc4sc5c(c34)CCC(C)C5)c2cc1C (stereo not given)	50*	-4	52*	0	11	0	-1.0	47	1
O=C(COC(=O)C1(c2ccccc2F)CCCC1)NCc1ccc2c(c1)OCO2	29	1	27	-2	8	0	-2.1	38	1
CC(C)(C)C(=O)NC(=S)Nc1ccccc1C(=O)Nc1ccccc1	16	-4	20	19	14	-2	-0.8	14	2
Cc1nn(-c2ccccn2)c2c1C(c1c(F)cccc1Cl)C1=C(N2)c2ccccc2C1=O (stereo not given)	18	-3	19	23	-5	8	5.0	17	/
CCc1c(C)nc2ncnn2c1NCCc1ccccc1	14	2	-11	1	16	4	2.3	-36	-11
COC(=O)[C@H](Cc1ccccc1)N(C)S(=O)(=O)c1cccc(S(=O)(=O)N(C)[C@@H](Cc2ccccc2)C(=O)OC)c1	24	-4	11	-6	16	-1	1.0	26	-6
Cc1cccc(CNc2ncnc3ccc(-c4ccc5c(c4)OCO5)cc23)c1	10	-1	12	1	12	-2	-0.8	38	-8
CCOC(=O)C1CCCN(C2=NC(=O)/C(=C/c3ccc(OC)cc3)S2)C1 (stereo not given)	47*	-3	20	-2	20	-4	1.7	33	4
C[C@@H]1CCC[C@@]2(O[C@H](CCO)C[C@@H](O)[C@@H]2O)O1	-9	-5	4	4	-1	0	2.1	-14	-4
COc1ccc(NC(=S)N2CCC(N(C)CCN3CCOCC3)CC2)cc1Cl	-5	-4	-3	8	-28	-1	1.9	5	-2
Cc1ccc(NC(=O)CCN2C(=O)C3C4CCC(C4)C3C2=O)cc1Cl (stereo not given)	-4	-3	-11	9	21	-5	-0.2	0	-2

# Two entries picked at random from the list so far, as already listed:
SMILES	tim10-1 inh	APJ ag	TIM10 inh	APJ antagonist	Mdm2 MdmX PPI	XBP1 UPR activ	UPR CHOP act	tim23-1 inh	CXCR6 inh
Cc1cccc(NS(=O)(=O)c2coc(C(N)=O)c2)c1C	-1	-1	7	2	4	2	-1.9	3	-12
Cc1cc2ncn(-c3ncnc4sc5c(c34)CCC(C)C5)c2cc1C (stereo not given)	50*	-4	52*	0	11	0	-1.0	47	1

# Compound activity: PubChem, Sanford-Burnham Center for Chemical Genomics
